Yp Topo-I inh: blocks Yersinia pestis topoisomerase I activity; 0.064% of 360,000 active; Y. pestis Topo-I cleavage product accumulation, plate reader; activity, % at 10 µM; in the data active means activity above about 50%, passing the limit was not always enough; further: inactives centre near 2
BH1578 lux ind: quorum light induction in luxS cqsA deficient V. cholerae. activation, % at 18.7 µM. V. cholerae BH1578 lux reporter, luminescence, 6 h. 0.16% of 350,000 active; in the data active means activation mostly above about 9.7%, no sharp cut-off; further: not every result past the cut was called active; inactives centre near 0; reference of the scale not given here
MazEF act: activators of E. coli MazEF toxin-antitoxin RNase. 0.32% of 350,000 active. FAM/BHQ RNA-DNA oligo cleavage fluorescence, 5 h. activation, % at 20 µM. P0AE70; in the data active means activation above about 50%
SSB-PriA inh: K. pneumoniae PriA-SSBct interaction inhibition | AlphaScreen SSBct-PriA binding, biotinylated peptide | inhibition, % at 33 µM | 0.6% of 430,000 active; in the data active means inhibition mostly above about 37%, no sharp cut-off; inactive means mostly below about 20%;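 further: plate controls were negative control peptide for no effect and reference peptide for full effect; strong numbers were not always called active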
PfHsp40 yeast: compounds rescuing yeast from Plasmodium falciparum HSP40 toxicity; S. cerevisiae expressing PfHsp40, growth rescue, ATP luminescence; growth rescue, % at 12.5 µM; 0.68% of 340,000 active; in the data active means growth rescue above about 28%, passing the limit was not always enough;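 further: yeast W303a lacking pdr1 and pdr3 grown in galactose medium; growth measured after three days at 30 °C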
VHR inh abs: inhibitors of human VHR1 phosphatase (DUSP3). recombinant VHR phosphatase, pNPP absorbance. P51452. inhibition, % at 13.3 µM. 0.52% of 290,000 active; in the data active means inhibition above about 50%; further: some compounds called inactive have numbers as strong as hits
Target sequence (P51452 whole entry, looked up): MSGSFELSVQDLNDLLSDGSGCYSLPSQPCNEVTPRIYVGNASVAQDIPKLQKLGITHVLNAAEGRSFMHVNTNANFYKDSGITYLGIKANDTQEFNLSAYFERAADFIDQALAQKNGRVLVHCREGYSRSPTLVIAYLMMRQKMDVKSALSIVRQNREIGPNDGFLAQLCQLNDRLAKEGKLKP
SARS 3CLpro inh: SARS-CoV 3CLpro protease inhibition. recombinant SARS-CoV 3CLpro, quenched FRET peptide cleavage. P0C6X7. inhibition, % at 6 µM. 0.14% of 290,000 active; in the data active means inhibition above about 12%
TcdB GH inh: inhibitors of Clostridioides difficile toxin B glycohydrolase. P18177. TcdB glycohydrolase enzymatic assay, plate reader. inhibition, % at 9.99 µM. 0.24% of 350,000 active; in the data active means inhibition above about 10%
Rv3671c protease: inhibitors of M. tuberculosis serine protease Rv3671c; 0.048% of 320,000 active; inhibition, % at 5.96 µM; in the data active means inhibition above about 38%;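 further: extracellular domain of Rv3671c used as enzyme; 0% = enzyme with DMSO and 100% = no enzyme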
Anthrax LF inh2: anthrax lethal factor protease inhibition; multiplex microsphere protease cleavage assay, LF; inhibition, % at 10 µM; 0.12% of 360,000 active; in the data active means inhibition above about 30%; further: plate controls were buffer without enzyme for full effect and enzyme alone for no effect
Target sequence (P15917 whole entry, looked up): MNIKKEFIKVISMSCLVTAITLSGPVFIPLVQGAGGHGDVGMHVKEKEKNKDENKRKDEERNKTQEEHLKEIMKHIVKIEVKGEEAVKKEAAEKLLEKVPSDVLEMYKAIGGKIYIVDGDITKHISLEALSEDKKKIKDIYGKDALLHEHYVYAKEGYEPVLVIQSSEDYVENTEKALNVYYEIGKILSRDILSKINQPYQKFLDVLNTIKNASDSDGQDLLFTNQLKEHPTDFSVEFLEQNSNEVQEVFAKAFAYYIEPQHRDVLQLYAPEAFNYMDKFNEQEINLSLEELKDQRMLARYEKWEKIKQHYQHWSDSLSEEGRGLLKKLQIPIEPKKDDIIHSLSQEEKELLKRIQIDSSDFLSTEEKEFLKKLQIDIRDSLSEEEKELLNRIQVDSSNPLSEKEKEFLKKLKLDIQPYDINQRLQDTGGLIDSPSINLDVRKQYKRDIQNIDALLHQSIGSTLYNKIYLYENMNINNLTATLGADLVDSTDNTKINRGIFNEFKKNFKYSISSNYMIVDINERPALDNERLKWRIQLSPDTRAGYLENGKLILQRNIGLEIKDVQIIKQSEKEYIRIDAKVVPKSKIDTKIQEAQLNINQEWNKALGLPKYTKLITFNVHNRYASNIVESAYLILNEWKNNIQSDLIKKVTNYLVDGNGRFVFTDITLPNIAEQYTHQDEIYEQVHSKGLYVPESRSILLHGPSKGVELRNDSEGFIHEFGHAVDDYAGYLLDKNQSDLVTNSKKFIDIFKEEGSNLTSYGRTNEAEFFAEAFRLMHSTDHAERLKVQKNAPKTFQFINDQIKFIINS
An asterisk follows results filed as active; i = inactive; / = not tested or not shown; & = joins results of further samples. A portion of the library, so the mix of outcomes need not match the whole.

SMILES	Yp Topo-I inh	BH1578 lux ind	MazEF act	SSB-PriA inh	PfHsp40 yeast	VHR inh abs	SARS 3CLpro inh	TcdB GH inh	Rv3671c protease	Anthrax LF inh2
Cc1csc(NC(=O)CCS(=O)(=O)c2ccc(Br)cc2)n1	-3	i	6	4	-0.5	3	-5	/	2	0
O=C(c1cc2ccccc2oc1=O)N(Cc1ccccc1F)C1CCS(=O)(=O)C1 (stereo unspecified)	4	i	8	7	2.1	7	-6	0.6	2	-1
Cc1ccc2cc(C3CC(c4ccco4)=NN3S(C)(=O)=O)c(Cl)nc2c1 (stereo unspecified)	-9	0.9	1	-7	-1.3	10	10	-0.2	-16	/
COc1ccc(N(Cc2ccccc2)S(=O)(=O)c2cc(C(=O)O)ccc2Cl)cc1	-2	-8.8	-11	12	3.1	-41	4	0.8	-5	-9
CCOc1ccc(CN(C)C(=O)c2cccc(S(=O)(=O)Nc3ccccc3OC)c2)cc1OC	19	-0.7	3	/	/	/	/	0.3	/	-6
Cc1ccc(C(=O)N(CCc2ccccc2)Cc2ccccc2)cc1S(=O)(=O)N1CCCCC1	36	-12	-7	-2	-0.2	/	/	1.1	-3	2
COc1cccc(NC(=O)CCSc2ccc3ccccc3n2)c1	4	i	-2	-15&-9	1.8	16	-2	/	3	0
O=C1CCc2cc(S(=O)(=O)NCc3ccccc3)cc3c2N1CC3	5	-12	0	3	0.6	/	/	2.7	-2	-2
CC1(CCBr)C(=O)N(c2ccccc2)c2ccccc21 (stereo unspecified)	-2	i	7	-12	0.0	14	5	1.0	1	5
O=S(=O)(Nc1nc2c(s1)CCCC2)c1ccc(Br)cc1	27	-0.5	-2	-5	0.4	13	-5	/	4	-2
NC(=O)c1ccc(OCC(=O)N2CCNC2=O)cc1	5	i	0	0	-0.4	/	/	1.5	6	2
COC(=O)C1=C(C)N(CCc2ccc(OC)c(OC)c2)C(=O)/C1=C\c1ccc(O)cc1	4	-0.7	4	2	-0.3	-10	6	0.4	-4	1
Cc1ccc(S(=O)(=O)N(C)C)cc1NC(=O)COC(=O)C1=COCCO1	-9	1.6	5	10	-1.6	/	/	-1.5	2	-7
NNC(=O)/C(=C\c1ccco1)NC(=O)c1ccco1	-12	-0.4	5	-1	0.6	-4	4	-5.2	-10	2
Cc1ccc(C(=O)COc2nc(C)nc3ccccc23)cc1	1	i	-1	4	0.0	9	7	-0.3	-3	5
COc1cc(NC(=O)C2COc3ccccc3O2)c(OC)cc1Cl (stereo unspecified)	23	i	-7	-16	-0.1	15	1	/	-9	-1
CCC(=O)N/N=C(\C)CC(=O)Nc1ccc2c(c1)OCCO2	6	-0.3	8	/	-0.7	10	1	0.9	2	-2
CC(=O)Nc1ccc(S(=O)(=O)NCC(=O)OCC(=O)NCc2ccco2)cc1	-6	i	-2	-14	2.2	/	/	-3.6	14	4
Cc1cccc(NC(=O)CCc2nc3sc4c(c3c(=O)[nH]2)CCCC4)c1	-5	-0.1	-10	-4	-0.6	/	/	-0.2	0	/
CC(=O)N1CCCc2cc(S(=O)(=O)N3CCCC3)ccc21	3	i	5	-1	-0.5	16	-2	0.3	-1	-2
CCCCCCN1C[C@H](O)[C@@H](n2cc(COC(=O)c3ccccc3)nn2)C[C@@H]1c1ccc(C)cc1	0	-0.4	-13	/	/	/	/	-3.8	/	4
COc1ccc(CNC(=O)c2cc3c(=O)[nH]c4ccccc4c3n2C)cc1	26	i	1	-6	-0.1	-2	0	0.9	3	4
C=CCn1cc(C(=O)N2CCN(C)CC2)c(=O)c2cc(S(=O)(=O)N(CC)CC)ccc21	0	-7.7	-2	-7	0.5	/	1	0.3	-9	-19
Brc1ccc2nc(-c3cccs3)c(NCC3CCCO3)n2c1 (stereo unspecified)	1	0.4	0	-4	-0.8	25	0	1.1	-3	-5
O=C(N=Nc1c(O)[nH]c2ccccc12)c1ccc(CN2CCOCC2)cc1	-14	-0.2	10	-3	-1.2	11	2	0.6	8	-14
O=C(NC(=S)Nc1cccc2cccnc12)c1cccs1	-4	3.0	24	13	-0.5	8	-1	0.8	-5	2
CC(C)Oc1ccc(C(=O)N2CCC(CCC(=O)NC3CC3)CC2)cc1	8	i	2	/	/	/	/	0.6	/	-3
CC(=O)C1=C(C)NC(SCC(N)=O)=C(C#N)C1c1cccs1 (stereo unspecified)	-7	i	-4	5	-1.6	-14	3	/	-2	-7
COc1ccc(C(C#N)N2N=C(C)CC2(C)C)cc1OC (stereo unspecified)	2	-0.7	14	-5	0.5	3	-3	/	-8	1
Cc1nc(CN(C)C(=O)c2cc(COc3c(F)cccc3F)on2)cs1	-8	-0.3	-22	-18	-1.3	-1	-3	1.8	4	-2

Sorted by length of the SMILES (low to high): some entries from above.
SMILES	Yp Topo-I inh	BH1578 lux ind	MazEF act	SSB-PriA inh	PfHsp40 yeast	VHR inh abs	SARS 3CLpro inh	TcdB GH inh	Rv3671c protease	Anthrax LF inh2
NNC(=O)/C(=C\c1ccco1)NC(=O)c1ccco1	-12	-0.4	5	-1	0.6	-4	4	-5.2	-10	2
Cc1ccc(C(=O)COc2nc(C)nc3ccccc23)cc1	1	i	-1	4	0.0	9	7	-0.3	-3	5
O=C(N=Nc1c(O)[nH]c2ccccc12)c1ccc(CN2CCOCC2)cc1	-14	-0.2	10	-3	-1.2	11	2	0.6	8	-14
Cc1ccc(S(=O)(=O)N(C)C)cc1NC(=O)COC(=O)C1=COCCO1	-9	1.6	5	10	-1.6	/	/	-1.5	2	-7
C=CCn1cc(C(=O)N2CCN(C)CC2)c(=O)c2cc(S(=O)(=O)N(CC)CC)ccc21	0	-7.7	-2	-7	0.5	/	1	0.3	-9	-19

Later entries.
SMILES	Yp Topo-I inh	BH1578 lux ind	MazEF act	SSB-PriA inh	PfHsp40 yeast	VHR inh abs	SARS 3CLpro inh	TcdB GH inh	Rv3671c protease	Anthrax LF inh2
CC(C)(C)OC(=O)C[C@H]1C/C=C\C[C@H](CC(=O)N(CCO)Cc2ccccc2)C(=O)N2CCC[C@H]2COC1=O	14	-0.8	1	/	-1.5	/	/	0.8	3	2
Cc1ccc(-n2c(Cc3cccn3C)nnc2SCC(=O)N2CCc3ccccc32)cc1	5	i	5	24	4.7	-15	2	/	5	-7
COc1ccc([C@H]2[C@H]3C=CC[C@@H](C)[C@@H]3C(=O)N2Cc2ccccc2)cc1Cl	37	-0.6	1	-4	5.4	0	/	-1.8	2	-2
Cc1nc(C(F)(F)F)ccc1C(=O)Nc1ccc2ccccc2n1	-2	-0.6	-8	-3	-0.1	-13	-2	1.2	/	0
COc1ccccc1NS(=O)(=O)c1cccc(C(=O)NNC(=O)c2ccc(O)c(Cl)c2)c1	-13	i	4	-4	/	/	/	1.2	1	5
COC(=O)c1ccc(NC(=S)N(Cc2cccnc2)Cc2ccco2)cc1	5	0.4	1	-6	1.9	16	3	1.6	-6	-4
Cc1ccc(S(=O)(=O)N2CCN(c3nc(-c4cccs4)nc4ccccc34)CC2)cc1	16	-0.4	/	/	/	/	/	2.2	/	-4
Cc1cc(Nc2ccc(N3CCC(C)CC3)cc2)n2ncnc2n1	10	i	-1	11	-0.4	13	2	-43	5	-10
Cc1cc(N2CCOCC2)nc(C(C)C)n1	-1	-0.5	0	-9	-0.9	31	-1	7.2	9	-8
Cc1ccc(NC(=O)CCNC(=O)Nc2ccccc2)cc1S(=O)(=O)N(C)C	2	i	-13	-11	-2.0	/	/	1.1	-11	-4
COC(=O)c1cc(NC(=O)c2c(F)c(F)c(F)c(F)c2F)cc(C(=O)OC)c1	-7	-0.5	-6	-14	-0.3	-4	-2	0.6	-12	1
CON(C)c1nc(OCCNC(=O)OCc2ccc(Cl)cc2Cl)nc(N(C)C)n1	1	i	9	-3	-0.7	16	0	/	5	-2
O=C(O)C1CCCCC1C(=O)NCc1cn2ccccc2n1 (stereo unspecified)	4	-0.1	3	-1	-1.6	-5	-4	-0.7	2	11
Nc1c(C(=O)Nc2ccc(S(=O)(=O)N3CCCC3)cc2)sc2nc3ccc(OC(F)(F)F)cc3cc12	-1	-1.0	402*	-10	1.0	-10	-2	/	-19	3
CSCC[C@H](NC(=O)COc1ccc(Cl)cc1)c1nc2ccccc2[nH]1	-1	-9.1	3	2	-0.1	-2	7	/	-7	2
COc1ccc(NC(=O)CN2C(=O)NC3(CCCC3)C2=O)cc1S(=O)(=O)N1CCCCC1	0	i	1	-4	1.0	/	/	0.3	-11	0
Cc1cc2nc(C)n3c4ccccc4nc3n2n1	-1	-0.5	5	-4	-0.5	17	5	/	-2	2
CN(C)/C=N/C(=S)Nc1ccccc1	11	-0.3	5	/	-0.1	-13	3	1.3	2	2
C=CCSC1=N/C(=C\c2sccc2C)C(=O)S1	12	i	-8	-11	-0.4	7	-2	/	6	-1
CC1CCCN(C(=O)c2ccc(S(=O)(=O)Nc3ccccc3Cl)cc2)C1 (stereo unspecified)	10	-0.3	3	-4	-0.1	14	8	-0.7	0	-2
OC(Cn1ccnc1)c1ccc(Cl)cc1Cl (stereo unspecified)	5	i	159*	-3	-0.6	29	3	/	8	-1
CC(C)C(NC(=O)COc1ccc2ccccc2c1)C(=O)N/N=C/C=C/c1ccccc1 (stereo unspecified)	-3	0.6	-9	/	-0.3	14	1	/	-4	2
COc1cccc(CN(C(=O)c2ccco2)C2CCS(=O)(=O)C2)c1 (stereo unspecified)	-2	i	-5	-3	-0.6	2	3	2.9	2	2
CCC(=O)NC(=S)Nc1cccc(NC(=O)c2ccco2)c1	-12	i	-19	1	-0.9	23	0	0.7	6	-3
O=S(=O)(c1ccccc1)[C@@]1(c2ccccc2)C[C@@H]2ON=C(c3cccc(-c4ccccc4)c3)[C@@H]2C1	18	-0.6	-9	3	5.2	/	/	0.3	-4	-3
CCc1cc2c(SCC(=O)NCC3CCCO3)ncnc2s1 (stereo unspecified)	9	i	0	-6	0.1	/	/	2.6	-12	1
CN(C(=O)CSc1nnc(C2CC2)n1-c1ccccc1)C1CCS(=O)(=O)C1 (stereo unspecified)	-3	i	4	-6	-0.6	/	/	2.1	6	2
COc1ccc(/C=N/N=C2/NC(=O)C(CC(=O)O)S2)cc1OCc1ccccc1Cl (stereo unspecified)	11	i	5	/	1.6	13	-5	/	-1	-2
Nc1ccccc1Nc1cc(-c2ccccc2)nn1-c1ccccc1	-1	-0.2	5	60*	0.0	16	-1	0.9	-1	-4
CCc1nc2c(OCc3ccc(F)cc3)cccn2c1N(C)C(=O)c1ccncc1	0	-0.6	/	/	/	/	/	0.2	/	2
Cc1cc(C)c(C)c(OCCOCCN2CCN(C)CC2)c1	1	-0.4	4	-4	123*	-10	-4	/	4	2
CCn1c(=O)c2sccc2n2c(CCCC(=O)NCCc3ccc(S(N)(=O)=O)cc3)nnc12	4	-0.5	4	-2	-2.0	8	-1	0.7	-4	0
COc1cccc(CN2C(=O)CCC2(C)C(=O)NC2CCCCC2)c1 (stereo unspecified)	0	-0.2	-11	-5	0.2	8	3	1.8	-2	-7
O=C1c2cccc3cc([N+](=O)[O-])cc(c23)C(=O)N1/N=C/c1ccc(O)cc1O	-21	-0.4	-23	/	-0.1	10	2	1.6	8	-6
S=C(c1cn(Cc2ccc(Br)cc2)c2ccccc12)N1CCOCC1	-9	-0.4	-4	27	1.5	-4	-3	/	6	-1
Cc1ccc(C)c(NC(=O)CS(=O)(=O)c2c[nH]c3ccccc23)c1	2	0.4	-1	1	0.3	26	8	/	-13	-2
C[C@]12CCC(=O)C=C1CC[C@@H]1[C@@H]2CC[C@@]2(C)[C@H]1CC[C@]2(C)O	4	-0.2	5	-10	-1.2	21	0	-0.1	/	9
Cc1ccccc1CNC(=O)C1CCC(=O)N(C2CC2)C1 (stereo unspecified)	-7	-1.7	5	4	-0.5	14	-2	-0.8	-6	3
O=C(NC1CCCCC1)N1CCc2[nH]c3ccccc3c2C1	-1	-2.6	4	0	1.1	12	6	/	-1	2
O=C(Oc1ccc(OC(=O)C2CCC2)cc1)C1CCC1	2	-2.1	2	-7	0.1	3	7	1.0	2	1
Cc1ccccc1NC(=S)N(Cc1cccs1)C1CCCC1	2	-0.2	4	-5	-1.9	-2	0	1.2	0	-3

Compound activity (PubChem)
